ABHD5 PLIN5 PPI: inhibitors of human ABHD5-perilipin-5 interaction. Q00G26+Q8WTS1. Split G. princeps luciferase complementation, luminescence, 4 h. inhibition, % at 4 µM. 0.78% of 360,000 active;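 active = inhibition above the mean inhibition across every tested compound plus 3 SD, cut at about 22% in these data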;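 note: 0% = DMSO only wells and the 100% control is not disclosed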
m5-HT2A agonist: activates the mouse 5-HT2A serotonin receptor | P35363 | CHO-K1 mHTR2A beta-arrestin complementation, luminescence; percent of 30 µM serotonin response | activation, % at 7.6 µM | 0.66% of 360,000 active | AID 624169;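 active = activation above a run cutoff, the mean activation of all tested compounds plus 3 SD, cut at about 14% in these data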;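 note: 0% = plate median of compound wells and 100% = 30 µM serotonin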
H9c2 protect: protects H9c2 cardiomyocytes from peroxide injury; H2O2 injury protection, ATPLite, 2 h; 0.63% of 360,000 active; protection from H2O2 cell death, % at 20 µM; AID 588492;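 active = compounds giving at least 50% protection of heart cells from peroxide-induced death in the single-dose screen, raw or plate-pattern-corrected value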;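 note: 0% = DMSO wells with peroxide and 100% = DMSO wells without peroxide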
NOD2-RIPK2 inh: NOD2-RIPK2 protein interaction inhibition; O43353; CHO BLA complementation NOD2-RIPK2, CCF4 ratio; inhibition, % at 4.98 µM; 0.38% of 360,000 active; in the data active = inhibition above about 21%;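 note: 0% = vehicle only and 100% = reference blocker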
Target sequence (O43353 whole entry, looked up): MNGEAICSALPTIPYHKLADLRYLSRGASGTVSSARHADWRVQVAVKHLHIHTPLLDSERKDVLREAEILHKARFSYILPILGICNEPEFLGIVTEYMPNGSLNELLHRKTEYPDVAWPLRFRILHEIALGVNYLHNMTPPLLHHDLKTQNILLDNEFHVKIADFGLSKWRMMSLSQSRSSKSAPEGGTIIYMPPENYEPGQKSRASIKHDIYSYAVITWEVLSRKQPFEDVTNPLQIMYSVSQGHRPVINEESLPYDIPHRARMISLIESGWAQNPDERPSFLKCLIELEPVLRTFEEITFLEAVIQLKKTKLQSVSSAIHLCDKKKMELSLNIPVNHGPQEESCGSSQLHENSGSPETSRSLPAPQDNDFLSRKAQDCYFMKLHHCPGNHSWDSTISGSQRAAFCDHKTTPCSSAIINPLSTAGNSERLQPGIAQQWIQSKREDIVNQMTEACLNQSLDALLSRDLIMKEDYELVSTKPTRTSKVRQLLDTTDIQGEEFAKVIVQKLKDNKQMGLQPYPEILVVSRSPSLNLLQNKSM
NCOA2 inhibitor: inhibits human steroid receptor coactivator 2; AID 651957; 0.17% of 370,000 active; HEK293 GAL4-SRC2 luciferase reporter, luminescence; Q15596; inhibition, % at 9 µM;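 active = inhibition above the mean inhibition of all tested compounds plus 3 SD, set per campaign, cut at about 52% in these data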;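 note: 0% = DMSO treated cells and 100% = cells given Gossypol at 36 µM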
MC4R barr agon: agonists of human melanocortin 4 receptor (MC4R) beta-arrestin | U2OS MC4R beta-arrestin complementation, luminescence; percent of melanotan II response, DMSO zero | activation, % at 8.9 µM | 0.98% of 360,000 active | AID 540308;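 active = activation above a per-plate cutoff, the mean activation of sample wells on that plate plus 3 SD, cut at about 8% in these data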
Target sequence (P32245 whole entry, looked up): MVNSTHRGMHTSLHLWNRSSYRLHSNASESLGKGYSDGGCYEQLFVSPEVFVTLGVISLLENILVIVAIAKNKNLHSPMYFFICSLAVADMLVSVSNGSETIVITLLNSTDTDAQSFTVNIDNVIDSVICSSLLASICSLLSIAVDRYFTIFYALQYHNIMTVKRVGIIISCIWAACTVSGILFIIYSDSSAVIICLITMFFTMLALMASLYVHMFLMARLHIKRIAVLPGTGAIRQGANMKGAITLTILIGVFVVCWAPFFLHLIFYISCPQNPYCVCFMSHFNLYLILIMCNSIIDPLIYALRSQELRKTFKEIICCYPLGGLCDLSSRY
TLR9-MyD88 block: blocks human TLR9 binding to MyD88 | CHO BLA complementation TLR9-MyD88, CCF4 FRET ratio | inhibition, % at 4.98 µM | Q9NR96+Q99836 | 0.21% of 340,000 active;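 active = inhibition above the mean over all tested compounds plus 3 SD, cut at about 21% in these data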;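 note: 0% = DMSO only wells and 100% = clavulanate BLA inhibitor control wells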
MC4R antagonist: blocks human MC4R cAMP signaling; P32245; MC4R-expressing cells, MTII-stimulated cAMP, LANCE TR-FRET; inhibition, % at 6.5 µM; 0.48% of 360,000 active; AID 540295;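 active = inhibition above its plate's cutoff, the mean of tested wells on that plate plus 3 SD, cut at about 29% in these data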;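 note: 0% = Melanotan II alone and 100% = Melanotan II plus saturating MCL0020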
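Assay system: U2OS-MC4R stable cell line; Also added: Melanotan II; Technique: Eu-cAMP/anti-cAMP TR-FRET, emission 671 nm; Times: 30-min compound, 1-h challenge, 1-h detection, room temperature.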
ABCB6 inh MLPCN: inhibitors of human ABC transporter ABCB6 | Q9NP58 | K562-ABCB6 porphyrin accumulation, flow cytometry, 1 h; hits give low values | fluorescence ratio to DMSO, % at 10 µM | 0.19% of 360,000 active | AID 602162;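 active = fluorescence ratio to DMSO below 75%, the collection mean minus 3 SD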;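 note: signal is porphyrin accumulated inside mitochondria; 100% equals median channel fluorescence of DMSO control wells; lower ratio means ABCB6 inhibition with less porphyrin fluorescence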
Glyco luc inh: blocks N-linked glycosylation in D54 reporter cells; D54 ERlucT glycosylation luciferase reporter, 24 h; percent of 100 nM tunicamycin response; reporter increase, % at 12.5 µM; 0.23% of 360,000 active; AID 588692;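 active = mean luciferase reporter signal, scaled so untreated is 0 and the glycosylation-blocking control 100, at or above a set limit in every replicate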;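 note: luciferase carries N-glycosylation sites so blocking glycosylation raises the light; 0% = median of neutral control wells and 100% = median of 100 nM tunicamycin wells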
Active calls of the source: *; . = no result given. This is a subset; the hit share may differ from the screen's.

The line under a structure holds: ABHD5 PLIN5 PPI	m5-HT2A agonist	H9c2 protect	NOD2-RIPK2 inh	NCOA2 inhibitor	MC4R barr agon	TLR9-MyD88 block	MC4R antagonist	ABCB6 inh MLPCN	Glyco luc inh
- COc1ccc(Nc2nc(N)nc(CN3CCN(c4ccc(F)cc4)CC3)n2)cc1
 : 11.2	-6.5	21.0	-4.9	21.8	4.0	1.0	6.2	91.0	-0.1
- COc1ccc([N+](=O)[O-])cc1NC(=O)c1ccc(C)o1
 : 3.4	-0.9	-0.7	-3.7	-3.3	-1.3	2.0	4.5	94.0	-1.1
- COc1ccc2cc(C(C)C(=O)Nc3cccc(S(=O)(=O)N(C)C)c3)ccc2c1 (configuration not stated)
 : 6.0	0.6	-5.4	-2.9	8.4	-0.2	-0.7	14.4	98.0	-1.7
- COCCn1c(C)cc(C(=O)CSc2cc(C)c3ccc(OC)cc3n2)c1C
 : -3.6	-1.4	-0.7	-8.4	2.8	-2.5	-9.9	2.2	106.0	-12.2
- N#Cc1ccccc1COC(=O)c1ccc(Br)o1
 : -3.9	5.3	-4.3	6.2	-5.3	-0.7	-1.7	4.5	85.0	-1.8
- COc1ccccc1NC(=O)C1=C(C)Nc2nnnn2C1c1ccccc1OC (configuration not stated)
 : 1.3	4.1	-2.2	0.0	-4.2	0.8	5.0	5.7	97.0	-1.0
- CCOC(=O)c1c(C)[nH]c(C)c1C(=O)COC(=O)[C@@H](NC(=O)c1ccco1)C(C)C
 : 2.4	2.6	8.2	6.2	15.7	0.9	1.7	12.6	95.0	-1.9
- Cc1cc(C)nc(CCNC(=O)c2cc(COc3ccc(F)cc3F)on2)n1
 : -2.1	-0.1	2.1	-2.3	2.4	-0.7	-8.7	6.1	103.0	2.9
- COc1cccc(/C=C2/C(=O)NN(c3ccc(Br)cc3)C2=O)c1O
 : 1.8	1.2	51.9*	4.9	0.5	0.2	-15.1	21.4	102.0	1.2
- O=C(CN1CCCCCC1)Nc1c(Cl)cc(Cl)cc1Cl
 : 0.3	-5.6	-4.8	1.1	-49.2	2.3	-3.4	-6.9	95.0	-1.9
- c1coc(Cn2c(-c3ccco3)nc3ccccc32)c1
 : 14.2	2.5	2.3	-10.3	-18.1	-0.6	-7.7	1.0	103.0	-1.0
- Cn1nc(-c2ccc(Cl)cc2)c2cc(C(=O)NCCN3CCOCC3)sc21
 : -8.9	-5.6	7.1	0.1	-22.9	0.7	-1.2	8.3	105.0	0.9
- NC(=O)Cc1ccc(C(=O)c2ccc(F)cc2)s1
 : -2.4	-2.1	-8.1	-6.5	7.6	-3.2	4.5	-4.0	95.0	1.3
- Cc1onc(-c2c(Cl)cccc2Cl)c1C(=O)Nc1ccc(C(N)=O)cc1
 : -10.2	-7.0	0.5	-6.1	8.2	-0.5	-0.9	16.1	92.0	0.5
- COc1ccc(C)cc1NC(=O)c1cc2ccccc2cc1OCC(=O)NCc1ccco1
 : 4.5	3.3	-1.7	0.8	-15.9	3.6	-2.2	14.5	83.0	-2.8
- CCN1C[C@@H]2[C@@H]3C(=O)N(C)C(=O)[C@@H]3[C@](Cc3ccccc3)(C1=O)N2C(=O)c1ccccc1
 : -14.6	3.9	5.9	-14.2	-8.5	-2.2	-7.6	4.4	97.0	3.6
- COc1ccc(CCNc2c(N)n(Cc3ccccc3)c(=O)[nH]c2=O)cc1OC
 : -3.2	6.7	1.0	-1.0	-9.6	-1.1	0.9	2.4	94.0	-2.8
- COc1cc(C(=O)Nc2ccc3c(c2)ncn3C(C)(C)C)cc(OC)c1OC
 : 1.5	0.1	-0.5	-6.1	-17.6	1.1	-5.8	-0.8	91.0	5.7
- Cc1csc(NC(=S)Nc2cccc(Cl)c2)n1
 : 3.0	-7.1	-19.1	-0.5	-35.6	-4.6	-9.6	5.7	98.0	-0.2
- CCc1nc2ccc(C(=O)Nc3cccc(OCC(=O)N(C)C)c3)cn2c1N(CC)CCOC
 : -0.2	3.0	0.7	-14.7	17.3	1.1	.	6.7	93.0	1.7
- C#CCOc1ccc(Br)cc1C(c1c(C)[nH][nH]c1=O)c1c(C)[nH][nH]c1=O
 : -6.7	-4.4	0.2	4.7	30.4	-1.7	16.4	-0.6	101.0	2.3
- COc1ccccc1C1CCCN1Cc1nc(-c2ccc(C)s2)oc1C (configuration not stated)
 : 2.2	0.7	-6.7	-0.2	-0.8	1.8	-5.8	1.7	107.0	-11.3
- COc1ccc(C2=CN(Cc3ccccc3)CCC2=O)cc1
 : 2.6	-4.5	-2.3	0.8	-15.5	0.5	0.0	10.0	95.0	-2.8
- COCCCN=C1NN=C(c2cc(C)n(Cc3ccccc3Cl)c2C)CS1
 : -2.1	-4.3	-20.6	-6.1	-43.5	-3.5	0.2	-16.0	101.0	4.9
- COc1ccc(CNC(=O)CCCn2nc(C)c3c(C)n(-c4ccccc4)nc3c2=O)cc1
 : 9.7	4.1	0.1	8.1	-3.9	-1.4	-1.6	6.1	90.0	3.1
- O=C(c1ccccc1O)N1N=C(c2ccccc2)CC1(O)C(F)(F)F (configuration not stated)
 : -2.2	0.2	-3.0	2.4	-15.3	-0.9	-1.8	5.1	100.0	-2.3
- C=CCN(CC=C)C(=O)C1CCN(Cc2ccc(OCc3ccccc3)cc2)CC1
 : -6.8	-11.2	-1.5	5.2	-22.1	-1.7	4.7	13.3	98.0	-3.3
- CCOC(=O)c1c(NC(C)=O)sc2c(O)cccc12
 : 2.1	0.5	0.0	-5.3	20.9	-1.9	-2.1	-11.0	95.0	0.8
- Cc1ccc(N2C(=O)/C(=C\c3ccc(C(C)C)cc3)N=C2SC2CCOC2=O)cc1 (configuration not stated)
 : -4.4	1.1	-14.3	0.1	-12.0	-0.7	1.4	3.7	95.0	-7.8
- O=[N+]([O-])c1ccc(N2CCN(c3cccc(Cl)c3)CC2)cn1
 : 3.5	-2.8	-1.6	-0.1	-11.6	1.6	1.9	0.0	97.0	1.9

(list continues)
The line under a structure holds: ABHD5 PLIN5 PPI	m5-HT2A agonist	H9c2 protect	NOD2-RIPK2 inh	NCOA2 inhibitor	MC4R barr agon	TLR9-MyD88 block	MC4R antagonist	ABCB6 inh MLPCN	Glyco luc inh
- N#C/C(=C\c1ccc(OC(=O)c2cccs2)cc1)c1nc2ccccc2[nH]1
 : -1.0	-5.0	-0.8	0.8	-23.4	1.7	-4.9	6.6	104.0	9.4
- C[C@@H]1CNC(=O)c2c(C(=O)NCC(=O)OC(C)(C)C)ncn21
 : -3.1	2.9	7.5	-2.3	16.1	-0.7	8.0	3.2	97.0	-0.1
- NC(=O)c1nsc(C(=O)N(c2cccc(F)c2)C(C(=O)NCc2ccccc2)c2ccc(O)cc2)c1N (configuration not stated)
 : 0.8	12.5	38.8	6.8	-1.4	0.5	-10.7	18.3	107.0	-3.9
- CC(OCCN(C)C)C(=O)C12CC3CC(CC(C3)C1)C2 (configuration not stated)
 : 3.3	-4.6	-1.1	-10.7	6.2	1.6	.	8.5	101.0	-1.5
- O=C(CNc1cccc2ccccc12)N/N=C/c1ccccn1
 : 5.4	1.6	-2.9	-10.9	-27.1	-0.7	.	-5.0	97.0	0.5
- CC(OC(=O)CNS(=O)(=O)c1ccc(C#N)cc1)C(=O)Nc1cccc(C#N)c1 (configuration not stated)
 : -1.7	0.4	2.5	2.0	-11.6	0.6	4.7	7.2	97.0	1.3
- Cc1ccc(C(=O)N2CCN(Cc3ccc4c(c3)OCO4)CC2)cc1[N+](=O)[O-]
 : 3.2	0.5	-1.8	8.3	-1.7	-0.2	-4.8	11.1	97.0	0.4
- Cc1ccc(C(=O)N/C(=C\c2cccs2)c2nc3ccccc3[nH]2)cc1
 : -4.5	-3.2	-5.2	12.8	-13.5	-0.4	5.5	-3.6	102.0	3.5
- COc1cccc(/C=C/C(=O)OCC(=O)c2c[nH]c3ccccc23)c1OC
 : -7.2	0.3	-5.4	-5.5	-1.4	-0.3	-5.7	17.1	87.0	-3.3
- CCc1nc2c(OCC3COc4ccccc4O3)cccn2c1N(C)C(=O)c1ccccc1F (configuration not stated)
 : 1.0	2.7	15.4	5.4	-42.7	-1.8	.	0.3	95.0	-1.6
- O=C(CCCN1C(=O)/C(=C/c2cccs2)SC1=S)Nc1cc([N+](=O)[O-])ccc1O
 : -2.7	10.9	-7.8	-2.3	0.8	-1.8	6.3	7.0	91.0	-1.9
- CC(NC(=O)c1ccc(C(F)(F)F)cc1)C(c1ccccc1)N1CCOCC1 (configuration not stated)
 : 0.7	-6.0	-4.1	-0.3	-1.1	-1.7	6.4	2.5	100.0	-1.9
- COC(=O)C1CCN(CC(=O)N(C)c2c(N)n(Cc3ccccc3)c(=O)[nH]c2=O)CC1
 : -2.8	6.1	-6.0	1.9	2.9	-1.7	2.4	2.6	104.0	0.7
- Cc1cccc(-c2ncc(CN3CCN(CCC(C)C)C(CCO)C3)cn2)c1 (configuration not stated)
 : 0.3	-4.9	-4.0	-0.1	-4.9	-1.4	-5.8	13.3	98.0	-0.6
- CC1=CC2C(C(O)CC3(C)C2CC(C)C32OCOC23COCO3)C2(C)C/C(=C\O)C(=O)C=C12 (configuration not stated)
 : 32.3*	2.7	-20.7	6.1	-48.1	29.4*	6.8	25.8	93.0	-8.5
- CC1(C)CC2c3cccc(C(=O)O)c3C(=O)N2c2c1ccc1ccccc21 (configuration not stated)
 : -4.5	-2.0	5.5	-1.9	8.0	1.5	-6.7	20.3	106.0	-0.2
- COc1ccc(/C=C2/C(=O)ON=C2C)cc1Br
 : -11.8	0.2	1.9	-4.8	-2.5	0.5	6.5	1.6	103.0	3.6
- CCn1c(=O)c(C(=O)NNC(=O)c2cccc(Cl)c2)c(O)c2ccccc21
 : 8.3	-2.9	-5.4	-4.8	-24.0	8.2	6.2	22.5	106.0	-0.2
- CCc1cc(C)cc(OCCOc2ccccc2/C=N/NC(C)=O)c1
 : 0.9	-1.6	0.7	5.3	8.1	0.5	-0.5	11.8	94.0	1.1
- Cc1ccc(C(=O)C(=O)c2ccc(C)c(N)c2)cc1N
 : -6.1	-4.6	1.6	0.1	-2.6	-0.3	-4.6	4.2	95.0	-0.6
- O=C(O)CCNc1cc(N2CCN(C(=O)c3ccco3)CC2)c2noc3c2c1C(=O)c1ccccc1-3
 : -2.5	-6.7	3.5	-9.5	20.9	-3.2	-3.9	-8.8	100.0	-5.0
- COc1ccc(Br)cc1CN(C)CC(=O)Nc1cc([N+](=O)[O-])ccc1OC
 : 1.1	-0.2	-10.3	-9.6	16.7	-1.7	7.9	10.8	104.0	-3.6
- COc1cc(-c2nnc3sc(C4CCCCC4)nn23)cc(OC)c1OC
 : 0.2	13.3	0.5	0.0	.	-0.1	4.4	-34.6	91.0	0.6
- CCCNC(=O)c1ccc2c(=O)c(O)c(-c3ccc(F)cc3)[nH]c2c1
 : 4.0	2.8	57.1*	12.5	.	-0.1	9.6	6.7	100.0	-12.1
- Clc1ncc(CSc2ccccc2)s1
 : -3.2	3.5	-0.8	3.4	9.0	-1.2	-15.1	4.7	100.0	0.8

Taken from above:
`COc1cccc(/C=C/C(=O)OCC(=O)c2c[nH]c3ccccc23)c1OC` in NOD2-RIPK2 inh → -5.5
`CCCNC(=O)c1ccc2c(=O)c(O)c(-c3ccc(F)cc3)[nH]c2c1` in NOD2-RIPK2 inh → 12.5

Source: PubChem BioAssay (several laboratories)
